Assay outcomes from PubChem.
FLuc inh – Photinus pyralis luciferase inhibition; P08659; hit rate 2.5% among 76,000; purified P. pyralis luciferase, luminescence, biochemical; Potency, µM (series often up to 115 µM), inactives show top-dose activity change, negative = inhibition, actives largely listed as inhibitors; also: potency is read from the fitted curve at half-maximal effect; nearly all actives have a fitted effect of over 65% in size
Target sequence (P08659 whole entry, looked up): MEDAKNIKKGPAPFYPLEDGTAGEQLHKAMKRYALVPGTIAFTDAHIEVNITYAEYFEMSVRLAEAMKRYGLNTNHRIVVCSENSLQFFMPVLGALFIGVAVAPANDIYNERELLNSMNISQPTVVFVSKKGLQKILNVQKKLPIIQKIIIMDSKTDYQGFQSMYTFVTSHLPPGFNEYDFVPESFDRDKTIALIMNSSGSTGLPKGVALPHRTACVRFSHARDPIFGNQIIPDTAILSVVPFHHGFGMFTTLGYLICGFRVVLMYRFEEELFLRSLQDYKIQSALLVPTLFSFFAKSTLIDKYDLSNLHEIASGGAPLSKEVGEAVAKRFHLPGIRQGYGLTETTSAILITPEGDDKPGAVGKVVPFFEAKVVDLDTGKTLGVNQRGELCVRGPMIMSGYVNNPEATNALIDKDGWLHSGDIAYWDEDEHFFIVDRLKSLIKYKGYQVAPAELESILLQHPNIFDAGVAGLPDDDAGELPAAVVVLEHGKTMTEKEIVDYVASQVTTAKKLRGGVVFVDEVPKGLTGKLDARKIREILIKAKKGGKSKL
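Inhibitors were tested against purified firefly luciferase in a biochemical, low-substrate format (both substrates at 10uM) and luminescence measured with a CCD imager.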
IP6K1 inh – blocks human inositol hexakisphosphate kinase 1. IP6K1 kinase, ADP-Glo luminescence, 2 h; active compounds read low. activity change, % (series mostly up to about 58 µM). hit rate 0.81% among 140,000. AID 1645851; in the data active = activity change below about -25%
Target sequence (Q92551 whole entry, looked up): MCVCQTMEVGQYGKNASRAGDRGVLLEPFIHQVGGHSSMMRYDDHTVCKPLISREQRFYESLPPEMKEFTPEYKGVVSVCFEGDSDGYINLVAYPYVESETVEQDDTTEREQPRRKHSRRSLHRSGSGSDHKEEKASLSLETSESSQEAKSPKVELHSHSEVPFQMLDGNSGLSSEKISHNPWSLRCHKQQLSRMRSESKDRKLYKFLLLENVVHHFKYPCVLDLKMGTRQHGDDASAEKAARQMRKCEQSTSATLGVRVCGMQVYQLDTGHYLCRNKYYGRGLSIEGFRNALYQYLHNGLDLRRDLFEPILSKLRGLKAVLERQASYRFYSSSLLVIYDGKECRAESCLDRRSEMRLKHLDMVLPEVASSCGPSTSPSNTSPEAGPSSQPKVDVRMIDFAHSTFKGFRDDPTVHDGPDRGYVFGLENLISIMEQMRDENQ
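ADP-Glo luminescence measures ADP made by human IP6K1 during a 2 h RT reaction with ATP/IP6 (mix at 1.3 mM/130 uM); top library doses 57.5 and 19.1 uM final.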
GPT2 inhibitor – inhibitors of human GPT2 alanine aminotransferase; Recombinant GPT2, coupled pyruvate oxidase/HRP Amplex Red fluorescence; Potency, µM (doses to about 57.7 µM), for the others: at the top dose activity change, negative = inhibition, actives largely listed as inhibitors; hit rate 0.25% among 100,000; AID 1671188; also: potency is read from the fitted curve at half-maximal effect; nearly all actives have a fitted effect of over 60% in size; many of its hits are not listed in these tables
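Fluorescence of coupled pyruvate oxidase/HRP/Amplex Red system (50uM Amplex, 30 min, dark) reports pyruvate formed by GPT2. Enzyme reaction: 10ng/uL GPT2, 2mM L-alanine, 250uM a-KG, 30 min room temperature, pH 7.5; 50uM AOA control.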
HEK293 viab – reduces viability of HEK-293 SNCA reporter cells | HEK-293-SNCA-luc viability, GF-AFC fluorescence, 24 h | Potency, µM (highest dose often 57.1 µM), for inactives: top-dose activity change, negative = cytotoxicity, actives largely listed as cytotoxic | hit rate 0.12% among 150,000 | AID 1671193;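 also: potency is read from the fitted curve at half-maximal effect; 0% = DMSO-treated cells and -100% = medium-only wells without cells; nearly all actives have a fitted effect of over 30% in size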
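HEK-293-SNCA-luc cells (1500/well) plated 24 h, then exposed 24 h to a dilution series; GF-AFC added 30 min at 37C, fluorescence 405/540 nm; normalised to medium-only and DMSO wells, Hill fit.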
HEK293 tox – HEK 293 cell cytotoxicity. hit rate 6.6% among 94,000. Potency, µM (doses to about 115 µM), for inactives: at the top dose activity change, negative = cytotoxicity, usual class: inhibitors. HEK 293 viability, ATP luminescence (CellTiter-Glo), 48-72 h; also: potency is read from the fitted curve at half-maximal effect; nearly all actives have a fitted effect of over 60% in size
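Cells seeded first (HEK 293, 250 cells/well), then compound added by pintool. Incubation ran 48 or 72 hr at 37 degree Celsius. CellTiter-Glo was added and luminescence imaged after 10 min at room temperature.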
SNCA expr inh – SNCA gene expression inhibition; HEK-293 SNCA-luciferase knock-in, luminescence, 24 h; Potency, µM (doses to about 57.2 µM), inactives show at the highest dose activity change, negative = inhibition, usual class: inhibitors; hit rate 0.17% among 140,000; AID 1671194;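 also: potency is read from the fitted curve at half-maximal effect; plate controls were DMSO cells for no effect and cell-free wells for full effect; nearly all actives have a fitted effect of over 45% in size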
3T3 cytotox – kills NIH 3T3 cells; Potency, µM (highest dose often 96.7 µM), inactives show top-dose activity change, negative = cytotoxicity, usual class: inhibitors; hit rate 4.3% among 94,000; NIH 3T3 viability, CellTiter-Glo ATP luminescence, 48-72 h; AID 1345082; also: potency is read from the fitted curve at half-maximal effect; nearly all actives have a fitted effect of over 55% in size
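Cytotoxicity was measured by CellTiter-Glo ATP luminescence after 48 or 72 h compound exposure at 37 °C. Mouse NIH 3T3 fibroblasts were seeded at 400 cells/well and dosed by 23 nL pin transfer.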
* marks the source's active call; other numbers are inactive results; i = inactive; ? = inconclusive; . = not tested or not shown; & = joins results of further samples; [ ] = remark or other dose. Unless noted, calls follow the shape of the dose curve; as a rule, active = well fitted curve in the direction sought with a large enough effect; inconclusive = small, poorly fitted or top-dose-only effect, or another doubt; inactive = no such curve, though single readings can be large; an effect the other way counts as inactive or inconclusive. Unless noted, % is scaled to controls: 0 for no effect and ±100 for the full control effect. A portion of the library; count on the stated rates, not on these rows.

SMILES | FLuc inh | IP6K1 inh | GPT2 inhibitor | HEK293 viab | HEK293 tox | SNCA expr inh | 3T3 cytotox
CCC(NC(=O)Nc1cccc(C)c1)c1c(-n2cccc2)sc2c1CCN(C)C2 (stereo not given) | . | 29 | . | 12% | . | -9% | .
CCn1ccc(C(=O)N2C[C@@H](COC)[C@H](c3nc(C)no3)C2)n1 | -7% | -6 | -20% | ? | i | ? | -9%
CNC(=O)[C@@H]1CN(S(=O)(=O)c2ccc(C#N)cc2)C[C@H]1COC | 5% | 0 | 1% | 9% | 4% | -23% | -6%
COC(=O)CNC(=O)c1nc(-c2ccc(F)cc2)c2cnccn12 | -3%[172 µM] | 0 | ? | 9%[87.6 µM] | -23%[172 µM] | -13%[87.6 µM] | -12%[138 µM]
Cc1ccc(CNC(=O)N[C@@H]2CN(Cc3cccnc3)C[C@H]2CN(C)C)cc1 | 10% | 22 | -1% | 7% | 5% | 24% | -10%
COCC1CN(C(=O)CCc2cccc(OC)c2)CC12CCOCC2 (stereo not given) | 0% | 0 | i | -6% | 12% | 3% | 3%
CC(=O)NCCCC(=O)N1CCN(C2CCNCC2)C(=O)C1 | . | 10 | 0% | 2% | i | 23% | 4%
O=C(CC1CCCCC1)N1CC(n2cc(COCC3CC3)nn2)C1 | . | 18 | -8% | 7% | -2% | -10% | -11%
CN1CCCCCCN(C(=O)CCCc2ccccc2)[C@H]2CCC[C@H]2C1=O | -11% | -9 | i | -19% | ? | 32%[activator] | -25%
COc1cccc(-c2cccc(C(=O)N3CCCC3C(=O)NC3CCC3)c2)c1 (stereo not given) | . | -2 | 0% | ? | -27% | 42%[activator] | -29%
CC(C)=CCC/C(C)=C/CO[C@@H]1O[C@H](CO)[C@@H](OC(=O)/C=C/c2ccc(O)cc2)[C@H](O[C@@H]2O[C@@H](C)[C@H](O)[C@@H](O)[C@H]2O)[C@H]1O | . | 18 | i | -22%[23.9 µM] | . | . | .
CCCc1noc(-c2ccn3c(CNC(=O)c4ccccc4Cl)nnc3c2)n1 | -11% | 24 | i | -1% | ? | -19% | ?
CC(=O)c1cccc(NC(=O)C2CCCN(c3nnc(-n4cccc4)s3)C2)c1 (stereo not given) | . | -1 | . | -16% | . | 3% | .
COc1ccc(-c2c(C(=O)NCC(C)C)nc3sccn23)cc1 | . | -17 | -6%[88.5 µM] | -4%[87.6 µM] | ? | 14%[87.6 µM] | ?
O=C(NCc1nnc2ccccn12)C1NCCc2[nH]cnc21 (stereo not given) | 4% | 2 | -3% | 3% | 1% | 2% | -15%
CNC(=O)[C@@H]1CN(C(=O)COc2ccc(F)cc2)C[C@H]1CO | -12% | -3 | i | 16% | i | -3% | -11%
O=C(CCc1ccccc1)N(Cc1cccnc1)c1nc2c(F)cc(F)cc2s1 | . | -19 | . | -2% | . | 7% | .
COCCn1c(C)cnc1CC1CCN(C(C)=O)CC1 | -1% | -3 | i | -1% | i | -10% | -1%
CCc1ccccc1NC(=O)CN(c1ccccc1OC)S(=O)(=O)c1ccc(C)cc1 | . | 11 | . | -1% | . | -19% | .
Cc1ccsc1C(=O)N1CCC(c2noc(-c3cnccn3)n2)C1 (stereo not given) | 10% | 4 | i | 8% | 9% | 1% | i
COCCN1C(=O)[C@H]2CN(Cc3ccc(OC(F)(F)F)cc3)C[C@H]2C1=O | 16% | -3 | i | -4% | -27% | -13% | -21%
Fc1ccc(-c2cnc([C@@H]3COCCN3Cc3ncc[nH]3)[nH]2)cc1 | -1%[172 µM] | -4 | 2%[88.5 µM] | 1%[87.6 µM] | -4%[172 µM] | -30%[87.6 µM] | -8%[138 µM]
O=C(Nc1cc2c(cc1C(=O)c1ccccc1)OCCO2)c1ccc(Br)cc1 | . | 33 | . | 0% | . | -1% | .
CN(Cc1ccccc1)Cc1nc2c(n1Cc1ccccc1)C(=O)N(CC1CC1)CCN2 | -4%[172 µM] | -4 | 4%[88.5 µM] | -15%[87.6 µM] | ? | -15%[87.6 µM] | ?
Cc1ccc(S(=O)(=O)N2CCCN(C)c3ccccc32)c(C)c1 | -3% | 1 | i | -6% | ? | -21% | ?

Three entries from above, arranged by molar mass, largest number first.
SMILES | FLuc inh | IP6K1 inh | GPT2 inhibitor | HEK293 viab | HEK293 tox | SNCA expr inh | 3T3 cytotox
CCC(NC(=O)Nc1cccc(C)c1)c1c(-n2cccc2)sc2c1CCN(C)C2 (stereo not given) | . | 29 | . | 12% | . | -9% | .
COCC1CN(C(=O)CCc2cccc(OC)c2)CC12CCOCC2 (stereo not given) | 0% | 0 | i | -6% | 12% | 3% | 3%
COc1ccc(-c2c(C(=O)NCC(C)C)nc3sccn23)cc1 | . | -17 | -6%[88.5 µM] | -4%[87.6 µM] | ? | 14%[87.6 µM] | ?

(further entries)
SMILES | FLuc inh | IP6K1 inh | GPT2 inhibitor | HEK293 viab | HEK293 tox | SNCA expr inh | 3T3 cytotox
CC(c1ccc(-c2ccc(N(C)C)nn2)cc1)N(C)C (stereo not given) | 16µM* | 8 | -5% | -5% | 3% | ? | -11%
c1csc(-c2nc3nccc(-c4cc5ccccc5o4)n3n2)c1 | -13% | 3 | 2% | -3% | ? | 7% | -28%
O=c1ccn([C@@H]2O[C@H](COP(=O)(O)OP(=O)(O)O)[C@@H](O)[C@H]2O)c(=O)[nH]1 | . | . | 4% | 9% | . | -5% | .
CCCN(Cc1nccn1C)C(=O)c1ccccc1C1CCNC1 (stereo not given) | -3% | 8 | 0%[11.5 µM] | 0% | -2% | 2% | 3%
COCCCNS(=O)(=O)c1ccc(N2CCCCS2(=O)=O)cc1 | . | 24 | . | 4% | . | -25% | .
Cc1oc(-c2ccc(OC(C)C)cc2)nc1Cn1ccn2nc3c(c2c1=O)CCCC3 | -13% | 29 | i | -6% | 8.9µM* | -16% | ?
CCCCNC(=O)c1ccc2c(=O)n(Cc3ccc(OC)cc3)c(=O)[nH]c2c1 | . | 1 | . | 4% | . | -1% | .
COc1ccccc1-c1nc(C(=O)NCc2cccs2)n2ccncc12 | -13% | 13 | ? | 29% | ? | 30%[activator] | ?
CCOC(=O)c1nc(Nc2ccccc2C)c2ccccc2n1 | . | -9 | . | -2% | . | 28% | .
Cc1ccc(C(=O)NC2CCc3nnc(C4CC4)n3CC2)c(=O)[nH]1 (stereo not given) | -14% | -7 | -21% | -1% | -7% | 16% | -12%
Cc1cc(C(=O)NC2CCCC2)c2c(C3CCCNC3)noc2n1 (stereo not given) | . | 7 | 0% | 4% | ? | 14% | -30%
Cc1ccccc1CCC(=O)N1CCC2(CC1)C(C(=O)O)CC(=O)N2C (stereo not given) | -13% | 9 | i | -5% | 4% | -14% | -7%
O=C(OCC1CCCO1)c1ccc2c(c1)N(Cc1ccccc1)C(=O)c1ccccc1S2(=O)=O (stereo not given) | . | 15 | . | -6% | . | 1% | .
CCCN1C(=O)C(CC(=O)NC(C)CC)Sc2ncccc21 (stereo not given) | 8% | -17 | 4% | -8% | 1% | -17% | i
Cc1ccc(C2(O)CCN(c3cc(C(F)(F)F)ccn3)CC2)nc1 | -11% | 2 | ? | 9% | ? | 15% | ?
CN(C)c1nccnc1OC1CCN(C(=O)c2ccnn2C)C1 (stereo not given) | -5% | 47 | i | -8% | -7% | 18% | i
Cc1cnc(C)n1C1CCN(S(=O)(=O)c2ccc(C#N)cc2)CC1 | 4% | -2 | i | 3% | -13% | -1% | -16%
OC[C@H]1O[C@@H](O[C@H]2[C@H](O)[C@@H](CO)O[C@@H](OCc3ccccc3)[C@@H]2O[C@@H]2OC[C@](O)(CO)[C@H]2O)[C@H](O)[C@@H](O)[C@@H]1O | . | 7 | i | 5%[23.9 µM] | . | . | .
O=C1NC2(Cc3ccccc31)CN(Cc1cscn1)C2 | . | 6 | i | 1%[87.6 µM] | i | 11%[87.6 µM] | i
O=C(NCC1CC1)c1cccc(OC2CN(C3CCN(Cc4ccccc4)CC3)C2)c1 | -3% | -3 | i | -11% | ? | -13% | ?
Cc1ccc(/C=C/c2onc(C)c2S(=O)(=O)N2CCC(C(=O)NCc3ccc(N(C)C)cc3)CC2)cc1 | . | -8 | . | 7% | . | 177%[activator] | .
O=C(C1CCOC1)N1CCc2onc(C(c3ccccc3)c3ccccc3)c2C1 (stereo not given) | -18% | -8 | ? | 2% | -26% | 40%[activator] | -3%
OC[C@@H]1CN(Cc2ccco2)C[C@H]1c1ccccn1 | -1% | 7 | 0% | 1% | -8% | 4% | i
Clc1cc2c(NC3CCCC3)nnc(-c3ccncc3)c2cc1Cl | . | -14 | -4%[17.1 µM] | 12%[23.9 µM] | . | . | .
COc1ccc(C(=O)Nc2nc3nc(C)c(Cl)c(=O)n3[nH]2)cc1 | . | -22 | . | 8% | . | 22% | .
Remaining list, next part
SMILES | FLuc inh | IP6K1 inh | GPT2 inhibitor | HEK293 viab | HEK293 tox | SNCA expr inh | 3T3 cytotox
Cc1ccc(C(=O)N2CCc3[nH]nc(C(=O)N(C)C)c3C2)cc1C | -14% | 11 | 1% | 10% | -12% | 72%[activator] | -10%
CC(=O)OCC(=O)[C@@]1(O)CC[C@H]2[C@@H]3CCC4=CC(=O)C=C[C@]4(C)[C@H]3[C@@H](O)C[C@@]21C | . | 18&24 | -5%&-3% | -5% | . | -8%[25.6 µM] | .
CCNC(=O)Cc1c[nH]c2ncc(-c3cccnc3OC)cc12 | -14%[172 µM] | -14 | i | 8%[87.6 µM] | -38%[172 µM] | 13%[87.6 µM] | 89µM*
Oc1c(C(c2ccccc2F)N2CCC3(CC2)OCCO3)sc2nc(-c3ccco3)nn12 (stereo not given) | . | -23 | . | -16% | . | -2% | .
O=c1c2c3c(nn2ccn1Cc1cc(=O)n2ccccc2n1)CCCC3 | -21% | 14 | -27% | 7% | -16% | 40%[activator] | -5%
Cc1ccc(Cl)cc1NC(=O)Cn1cc(S(=O)(=O)Cc2ccccc2Cl)c2ccccc21 | . | 9 | . | -17% | . | -11% | .
O=C(O)CCCC(=O)N1Cc2ccccc2CC2(CCCCN2CC2CCCC2)C1 (stereo not given) | . | -18 | i | 6% | i | 3% | i
CC(C(=O)O)C1CCOCC1 (stereo not given) | -13% | -1 | i | -10%[12.5 µM] | -1% | -22% | 2%
COC[C@@H]1CN(C(=O)c2cccnc2)C[C@H]1c1ccccn1 | . | 13 | i | 2% | i | -4% | -4%
O=C(c1ccncc1)N1C[C@@H]2OCC(=O)N(Cc3cccnc3)[C@@H]2C1 | 4%[172 µM] | -5 | i | 4%[87.6 µM] | 0%[172 µM] | -1%[87.6 µM] | -2%[174 µM]
O=C1NCc2ccccc2CC12CCN(Cc1ccccc1Cl)C2 (stereo not given) | . | -7 | i | -11% | ? | 11% | -6%
C#CCNC(=O)CC[C@H]1CNC(=O)[C@@H]2[C@@H](CCN2Cc2ccc(N(C)C)cc2)N1C | 2%[172 µM] | -6 | -9%[88.5 µM] | -2%[87.6 µM] | -25%[172 µM] | -6%[87.6 µM] | 4%[174 µM]
